# Rpn11 inh = Rpn11 (PSMD14) deubiquitinase inhibitors, primary screen, biochemical, fluorescence polarization, uHTS. 26S proteasome non-ATPase regulatory subunit 14 (Homo sapiens), O00487. human 26S proteasome, Ub4-pepOG fluorescence polarization; 20S core pre-blocked with epoxomicin. calls only at 20 µM. actives 0.59% (n = 360,000);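 active means inhibition at 20 µM, scaled to each plate's controls, above about 33%, limit read from the data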
# NRP1-CendR mod = modulators of CendR peptide binding to NRP-1, primary screen, biochemical, fluorescence polarization, uHTS; FAM-RPARPAR peptide binding to NRP-1; inhibition, % at 25 µM; actives 0.85% (n = 360,000);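 active means inhibition or corrected inhibition above about 18%, plus a signal ratio from 0.5 to 1.5, limit read from the data, passing the limit was not always enough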; further: strong numbers were not always called active
# Scp1 inh = Scp-1 phosphatase inhibitors, primary screen, biochemical, colorimetric, uHTS; Carboxy-terminal domain RNA polymerase II polypeptide A small phosphatase 1 (Homo …; Recombinant Scp1, phosphopeptide, malachite green phosphate absorbance; inhibition, % at 20 µM; actives 0.88% (n = 340,000); AID 493091, 2011;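 active means inhibition above about 50% at 20 µM, limit read from the data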;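 further: plate controls were DMSO wells with enzyme for no effect and wells lacking enzyme for full effect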
# Target sequence (Q9GZU7 76-261 limits assumed): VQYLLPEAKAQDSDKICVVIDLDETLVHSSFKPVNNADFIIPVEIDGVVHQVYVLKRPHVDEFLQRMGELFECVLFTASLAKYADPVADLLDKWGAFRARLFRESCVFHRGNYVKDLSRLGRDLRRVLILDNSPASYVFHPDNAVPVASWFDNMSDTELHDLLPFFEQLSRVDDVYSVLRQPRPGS
#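 Incubation: 45 min enzyme reaction at room temperature / System: truncated SCP-1 phosphatase (76-261aa) / Reagent: Phospho 17-mer peptide substrate / Buffer or medium: Acidic Tris acetate buffer with magnesium and detergent / Signal: absorbance at 630 nm / Doses: one concentration, 20 µM, with 1.0% DMSO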
# LMPTP block = LMPTP phosphatase inhibitors, primary screen, biochemical, fluorescence intensity, uHTS | Low molecular weight phosphotyrosine protein phosphatase (Homo sapiens), P24666 | recombinant LMPTP-A, OMFP fluorogenic substrate | inhibition, % at 20 µM | actives 0.22% (n = 360,000) | AID 651560, 2012;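 active means compounds that cut the enzyme signal by at least half of the control window in the single-dose screen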;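 further: plate controls were DMSO wells with enzyme plus substrate for no effect and substrate without enzyme for full effect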
# Target sequence (P24666 whole entry, looked up): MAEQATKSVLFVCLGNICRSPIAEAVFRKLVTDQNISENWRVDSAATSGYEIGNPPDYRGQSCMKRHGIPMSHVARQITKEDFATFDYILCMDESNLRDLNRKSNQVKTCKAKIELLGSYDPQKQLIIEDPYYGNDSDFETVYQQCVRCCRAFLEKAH
#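 Test system: LMPTP-A phosphatase enzyme. Amount: LMPTP-A at 0.625 nM final in the reaction. Reagent: OMFP substrate, 400 µM final. Times: 50 min at room temperature. Signal: endpoint fluorescence intensity from OMFP dephosphorylation. Read-out basis: % inhibition. Benchmarks: no-enzyme and uninhibited controls.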
# SUMO1-SIM PPI = modulators of SUMO1 protein-protein interactions, primary screen, biochemical, uHTS; SUMO1 binding to a labelled peptide, TR-FRET, 1 h; inhibition, % at 20 µM; actives 0.33% (n = 360,000); AID 602429, 2012; in the data active means inhibition above about 37%
# Target sequence (P63165 whole entry, looked up): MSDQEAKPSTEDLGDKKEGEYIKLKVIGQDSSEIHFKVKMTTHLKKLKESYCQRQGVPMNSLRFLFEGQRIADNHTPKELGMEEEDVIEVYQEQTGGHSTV
# DNMT1 block = human DNMT1 methyltransferase inhibitors, primary screen, biochemical, molecular beacon, fluorescence, HinP1I cleavage, uHTS; actives 0.83% (n = 360,000); inhibition (reported as % activation of signal), % at 10 µM; DNA (cytosine-5)-methyltransferase 1 (Homo sapiens), P26358; in the data active means inhibition above about 50%
# SKN-1 inh = suppressors of acrylamide-induced Pgst-4::GFP reporter in worms, primary screen, SKN-1 inhibitor project, whole organism, uHTS, GFP/RFP fluorescence ratio, strain VP596. inhibition, % at 21.8 µM. AID 624304, 2012. actives 0.49% (n = 360,000). C. elegans VP596 Pgst-4::GFP/RFP ratio, 24 h;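 active means interference check ratio from 0.5 to 1.5 plus GFP to RFP signal ratio inhibition reaching or exceeding a fixed threshold, cut at about 30% in these data, passing the limit was not always enough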; further: some compounds called inactive have numbers as strong as hits
# STEP inh = STEP phosphatase inhibitors, primary screen, biochemical, fluorescence intensity, uHTS | AID 588621, 2011 | recombinant STEP, OMFP fluorogenic substrate | Tyrosine-protein phosphatase non-receptor type 5 (Homo sapiens), P54829 | inhibition, % at 20 µM | actives 0.25% (n = 360,000);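 active means inhibition at 20 µM, scaled per plate between control wells, above about 37%, limit read from the data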;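 further: 0% = DMSO with enzyme and substrate and 100% = substrate only without enzyme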
# Target sequence (P54829 whole entry, looked up): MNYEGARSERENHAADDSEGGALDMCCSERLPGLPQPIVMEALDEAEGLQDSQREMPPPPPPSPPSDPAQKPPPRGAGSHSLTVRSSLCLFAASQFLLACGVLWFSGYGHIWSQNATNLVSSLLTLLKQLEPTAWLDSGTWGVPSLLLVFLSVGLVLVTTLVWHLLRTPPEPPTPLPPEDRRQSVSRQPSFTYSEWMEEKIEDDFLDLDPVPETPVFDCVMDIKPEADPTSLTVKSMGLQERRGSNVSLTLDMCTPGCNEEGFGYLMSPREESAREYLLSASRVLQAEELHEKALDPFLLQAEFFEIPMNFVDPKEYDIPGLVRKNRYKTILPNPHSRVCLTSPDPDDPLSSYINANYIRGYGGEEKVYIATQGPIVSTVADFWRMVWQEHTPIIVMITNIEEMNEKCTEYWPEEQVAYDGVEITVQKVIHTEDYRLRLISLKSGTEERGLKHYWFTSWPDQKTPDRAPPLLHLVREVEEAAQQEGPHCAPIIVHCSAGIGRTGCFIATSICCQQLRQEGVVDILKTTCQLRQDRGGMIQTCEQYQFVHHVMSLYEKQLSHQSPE
#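 medium = Bis-Tris buffer pH 6.0, 2.5 mM DTT, 0.005% Tween 20 | test system = STEP (striatal-enriched tyrosine phosphatase) enzyme, cell-free | measure = normalized % inhibition | compound dosing = 20 µM, 1% DMSO | also added = 25 µM OMFP | schedule = reaction 20 min, ambient temperature | measured by = fluorescence read at 480 nm ex / 540 nm em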
# MT1-MMP act inh = blockers of MT1-MMP proenzyme processing, primary screen, HT1080 RFP-PRO-GFP cells, GFP/RFP fluorescence; GFP/RFP ratio fluorescence, overnight; percent of plate control window, DMSO zero; Matrix metalloproteinase-14 (Homo sapiens), P50281; actives 0.061% (n = 360,000); GFP/RFP ratio change, % at 20 µM; AID 651647, 2012;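 active means GFP/RFP ratio change of at least 30% with cell ATP level not reduced by more than half and red fluorescence within 50% of control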; further: strong numbers were not always called active
#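 Read-out: GFP/RFP fluorescence ratio; Test system: RFP-PRO-GFP reporter HT1080 cells; Compound dosing: single-point 20 µM compound, 1% DMSO; Times: overnight compound exposure at 37 °C.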
# NadD block = inhibitors of S. aureus NadD, primary screen, biochemical, colorimetric, uHTS. inhibition, % at 20 µM. purified NadD enzyme, colorimetric absorbance read-out. actives 0.78% (n = 360,000). AID 602399, 2012; in the data active means inhibition above about 26%; further: some compounds past the cut are filed as inactive
# * hit, by the source's call; i = inactive; nt = not tested or not shown.
# Start of the data: the first four records (preview)
SMILES,Rpn11 inh,NRP1-CendR mod,Scp1 inh,LMPTP block,SUMO1-SIM PPI,DNMT1 block,SKN-1 inh,STEP inh,MT1-MMP act inh,NadD block
CCOC(=O)N1CCN(C(=O)c2cccc(N3C(=O)NC4CC3(C)Oc3ccccc34)c2)CC1 (stereo not drawn),i,8,-2,-1.2,-1,2,10,0,-6,2
COc1ccc(Nc2nc3ccc(OC)cc3s2)cc1,i,-5,-2,0.2,5,-3,12,6,1,-1
COC(=O)c1c(C)nn(-c2ccc(F)c(Cl)c2)c1-c1cc(C)on1,i,16,2,0.0,-4,1,4,0,3,-6
COc1ccc(-c2nc3n(n2)C(c2cccnc2)C(C(N)=O)=C(C)N3)cc1 (stereo not drawn),i,6,-2,0.3,5,-1,-13,0,7,0

# The whole of this part, from the start:
SMILES,Rpn11 inh,NRP1-CendR mod,Scp1 inh,LMPTP block,SUMO1-SIM PPI,DNMT1 block,SKN-1 inh,STEP inh,MT1-MMP act inh,NadD block
CCOC(=O)N1CCN(C(=O)c2cccc(N3C(=O)NC4CC3(C)Oc3ccccc34)c2)CC1 (stereo not drawn),i,8,-2,-1.2,-1,2,10,0,-6,2
COc1ccc(Nc2nc3ccc(OC)cc3s2)cc1,i,-5,-2,0.2,5,-3,12,6,1,-1
COC(=O)c1c(C)nn(-c2ccc(F)c(Cl)c2)c1-c1cc(C)on1,i,16,2,0.0,-4,1,4,0,3,-6
COc1ccc(-c2nc3n(n2)C(c2cccnc2)C(C(N)=O)=C(C)N3)cc1 (stereo not drawn),i,6,-2,0.3,5,-1,-13,0,7,0
COc1ccc(CCNS(=O)(=O)c2ccc(N3CCCC3=O)cc2)cc1,i,3,-12,-2.0,-2,-3,12,-4,1,0
Cc1cc(Br)cc(C)c1OCCCCN(C)C,i,21,-3,0.2,1,2,11,0,5,-7
O=C(NCc1cccnc1)c1cc(S(=O)(=O)N2CCCC2)c(Cl)cc1Cl,i,-9,-10,-1.6,1,0,-5,0,2,-5
O=C(N/N=C/c1ccccc1Br)c1ccc(CSc2cccc3cccnc23)cc1,i,-8,-11,2.7,-4,-5,17,4,2,27
O=C(OCC#CCSc1nnc(-c2cccc3ccccc23)o1)c1cccc2[nH]ccc12,i,4,-14,3.1,4,-20,11,-4,6,-18
COc1ccc(NC(=S)N2CCN(c3ccc4c(c3)C3CCN(C(=O)OCc5ccccc5)C4C3)CC2)c(OC)c1 (stereo not drawn),i,4,nt,3.2,2,-8,11,2,2,19
C[C@H](NC(=O)NCCc1ccccc1)C(=O)O,i,3,-15,0.6,-3,1,-3,2,1,3
Cc1cc(C)n(-c2ccc(C(=O)Nc3cc(S(=O)(=O)N(C)C)ccc3Cl)cc2)n1,i,0,-5,-1.0,2,0,2,-3,2,-5
Nc1cc(-c2ccco2)no1,i,-2,-7,-1.9,6,-2,-14,0,0,-1
CC(=O)Nc1ccc(S(=O)(=O)NC(CC(=O)NCCC2=CCCCC2)C(C)C)cc1 (stereo not drawn),i,-8,-14,-0.2,-2,1,14,2,3,-4
COc1ccc(CNC(=O)COC(=O)c2c(NC(C)=O)sc(C)c2C)cc1,i,-1,10,0.0,-5,6,11,1,4,7
COc1ccc(CNCc2c(F)cccc2F)cc1OC,i,-11,-10,-0.9,1,3,18,0,-2,-8
CC1(C(=O)NS(=O)(=O)c2ccc(Cl)cc2)CCN1C(=O)CCC1CCCC1 (stereo not drawn),i,0,nt,-0.9,7,3,10,-1,0,5
Cn1c(N2CCOCC2)cc(=O)n(C)c1=O,i,-4,-2,-0.4,-2,-2,0,4,2,-7
CC(C)(C)c1ccc(NC(=O)CON=C(N)c2ccccc2)cc1,i,-1,-1,-0.5,5,-1,-20,0,1,-3
Cn1cc(C2NC(=O)c3ccccc3N2)c2ccccc21 (stereo not drawn),i,-2,-3,-1.6,-1,7,-10,-2,2,0
COC(=O)c1ccc(C(=O)OC)c(NC(=S)N2CCN(C(=O)C3CCCO3)CC2)c1 (stereo not drawn),i,-9,-10,-1.1,-1,1,2,-2,0,6
COc1ccc(CCNC(C)C(=O)Nc2ccc(S(N)(=O)=O)cc2)cc1 (stereo not drawn),i,2,-10,-1.1,-3,-5,7,-3,0,-8
CCOC(=O)c1ccccc1NC(=O)COC(=O)CCC(=O)c1ccccc1,i,7,-12,0.4,-4,1,7,1,0,-5
O=C(CNc1cccc2ccccc12)c1ccc([N+](=O)[O-])cc1,i,-6,-5,-0.1,-14,-16,3,0,6,9
O=C1NC2(CCCCCC2)C(=O)N1CCS(=O)(=O)Oc1ccccc1,i,8,1,0.1,-3,-3,4,-2,-3,-1
COc1cc(NC(=O)CN2CCN(c3ccccc3F)CC2)c(C)cc1[N+](=O)[O-],i,7,1,-0.3,2,23,0,-3,-1,5
O=C(CSC1=NCCS1)N1CCN(c2ccc(Cl)cc2)CC1,i,-4,28,-0.7,2,-2,-6,1,2,0
C=CCC[C@H](Cc1ccc(F)cc1)C(=O)OC[C@@H](Cc1c[nH]c2ccccc12)NC(=O)[C@@H](CC=C)CC(=O)N(CCO)Cc1ccccc1,i,5,1,5.0,4,-12,-8,1,-24,-10
CC(C)[C@H](NC(=O)c1ccccc1Cl)C(=O)OCC(=O)NC(=O)NC1CCCC1,i,0,-2,-1.3,2,-2,21,-2,-1,2
CCOC(=O)N1CCN(C(=O)CSCC(=O)Nc2nc(-c3ccc(Cl)s3)cs2)CC1,i,-11,-10,2.6,-10,-6,8,2,0,-3
CCCCN1CNC(=S)N(c2ccc(C(=O)OCC)cc2)C1,i,4,-4,-1.2,9,2,-4,-1,3,-2
Cn1c(N)c(C(=O)COC(=O)COc2ccccc2C#N)c(=O)n(C)c1=O,i,4,1,-1.1,0,-1,1,3,2,1
CCOC(=O)c1ccc(NC(=O)C2CCCO2)cc1 (stereo not drawn),i,-6,-3,-1.2,-2,4,-4,1,0,-5
CCCS(=O)(=O)N1CCCC(C(=O)NCCc2cccc(C)c2)C1 (stereo not drawn),i,2,-13,-0.6,4,1,7,0,5,-6
N#Cc1cnn2c(N)c(-c3ccc(Cl)cc3)cnc12,i,-4,-4,0.0,3,1,4,0,3,-1
O=C(Cn1cnc([N+](=O)[O-])c1)Nc1cc(Oc2ccc(Cl)cc2Cl)cc([N+](=O)[O-])c1,i,13,-2,4.9,0,-12,1,0,-5,32*
CN(C(=O)COC(=O)CNC(=O)c1sc2ccccc2c1Cl)c1ccccc1,i,4,-10,0.1,1,-1,0,-2,5,0
Cc1ccc(S(=O)(=O)N2CCN(C(=O)CCCOc3ccc(Cl)cc3C)CC2)cc1,i,0,-8,6.7,1,-1,10,1,3,-6
CCCCc1cc(=O)oc2cc(C)cc(OC(C)C(=O)NCc3ccccn3)c12 (stereo not drawn),i,9,-3,-0.4,1,1,-6,0,-3,0
CSc1ccc(C#N)cc1NC(=O)c1ccccc1,i,8,-9,0.6,2,6,-2,-2,-8,1
Cc1ccc(C)c(N2CCN(S(=O)(=O)c3ccc4c(c3)NC(=O)CC(=O)N4)CC2)c1,i,-3,13,0.1,0,-5,5,-2,4,9
Cc1cccc(NC(=O)CNC(=O)CN2CCN(C)CC2)c1C,i,-7,-5,-0.4,1,1,-27,1,-3,-8
CC1=NNC(=O)/C1=C\c1cn(-c2ccccc2)nc1-c1ccc(Cl)cc1,i,-17,5,-0.3,1,1,-4,-2,-45,4
Cn1c(N)c(Sc2ccc([N+](=O)[O-])cc2)c(=O)n(C)c1=O,i,10,-3,-0.3,-26,2,8,0,-1,2
O=C(NCc1ccccc1)c1ccc(N2CCC3(CC2)CC(c2ccccc2)=NO3)c([N+](=O)[O-])c1,i,6,-9,1.5,-8,-3,-4,0,2,-3
Cn1c(=O)c2c(nc(CN3CCC(C(N)=O)CC3)n2Cc2c(F)cccc2Cl)n(C)c1=O,i,0,-1,-0.1,1,-1,8,2,3,3
O=C1NC(=NCc2ccccc2)S/C1=C\c1ccccc1,i,-8,16,4.4,-13,4,-5,-2,7,0
CCCCc1ccc(S(=O)(=O)N2CCC3(CC2)OCCO3)cc1,i,33*,-9,2.3,-1,2,15,2,0,-13
COc1cc(NC(=O)c2cc([N+](=O)[O-])ccc2NC(=O)CNCc2ccccn2)cc(OC)c1,i,-19,-7,1.5,-1,-4,8,0,6,7
COC(=O)[C@@]12C[C@@H](CC(=O)NCc3ccc(C)o3)C(=O)N(Cc3ccco3)C1=CCC(C)(C)C2,nt,-5,nt,1.1,6,nt,-10,nt,0,nt
COc1cccc(NC(=O)c2ccc(NS(=O)(=O)c3cccs3)cc2)c1,i,5,-12,1.2,4,0,10,0,-2,-1
Cc1cnc(C(=O)OCc2ccc(COC(=O)c3cnc(C)cn3)cc2)cn1,i,-7,-7,1.8,-1,-3,-8,16,2,6
CSCCC(NS(=O)(=O)c1ccc(C)cc1)C(=O)N1CCCCCCC1 (stereo not drawn),i,-4,-5,0.6,-1,1,1,1,-3,-5
Cc1ccccc1C(=O)Nc1ccc(C(=O)N/N=C/c2ccncc2)cc1,i,6,-5,-1.1,-3,-1,6,-2,-1,-6
CC(C)(C)c1cc(C(=O)N/N=C/c2cc3c(cc2Br)OCO3)n[nH]1,i,-3,-5,0.3,-9,0,12,0,7,4
CC1(C)CC(=O)C2=C(C1)N=C1SCCC(=O)N1C2c1ccc(C(F)(F)F)cc1 (stereo not drawn),i,-8,-3,0.3,-8,-5,23,2,nt,-1
CCn1cc(/C=N/NS(=O)(=O)c2ccc(C)cc2)c(C)n1,i,2,14,0.6,-2,4,-17,2,1,1

# Compound activity from PubChem.
